PAFAH2 inh = inhibitors of human PAFAH2; recombinant PAFAH2, FP-rhodamine activity probe, fluorescence polarization; inhibition, % at 3.39 µM; hit rate 0.99% among 340,000; AID 492956;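 active = inhibition above the mean over all tested compounds plus 3 SD, cut at about 30% in these data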;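 also: inhibitors block probe labeling of enzyme so polarization drops; 0% = enzyme with DMSO and 100% = wells lacking PAFAH2 protein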
EBNA-1 inhibitor = blocks EBNA-1 binding to DNA | EBNA-1 DNA binding, fluorescence polarization | inhibition, % at 14.8 µM | hit rate 0.34% among 300,000 | AID 1950; in the data active = inhibition above about 28%
GSTO1 counter = counter-screen for RBBP9 inhibitors: inhibitors of human GSTO1; P78417; AID 1974; hit rate 1.1% among 300,000; inhibition, % at 5.96 µM; recombinant GSTO1, activity-based probe fluorescence polarization;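 active = inhibition above the campaign mean inhibition plus 3 SD, cut at about 35% in these data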;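 also: 0% = GSTO1-1 with DMSO and 100% = wells lacking GSTO1-1 enzyme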
PREPL inh = human PREPL enzyme inhibition; Q4J6C6; recombinant PREPL, fluorescence polarization activity-based probe; inhibition, % at 5.96 µM; hit rate 0.68% among 320,000; AID 2751; in the data active = inhibition above about 43%;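 also: 0% = enzyme with DMSO and 100% = wells lacking enzyme; many of its hits are not listed in these tables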
ZTA DNA inh = ZTA (EBV) inhibition in EBNA-1 counter-screen; P03206; ZTA-DNA binding, fluorescence polarization; inhibition, % at 11 µM; hit rate 0.15% among 320,000; AID 2234; in the data active = inhibition above about 33%
PAFAH1B3 inh = inhibitors of human PAFAH1B3; recombinant PAFAH1B3, FP-rhodamine probe, fluorescence polarization; inhibition, % at 3.39 µM; hit rate 0.28% among 340,000; AID 492972;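 active = inhibition above the screen-wide average of all tested compounds plus 3 SD, cut at about 25% in these data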;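 also: 0% = enzyme with DMSO only and 100% = wells lacking PAFAH1B3 protein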
LYPLA2 inh = LYPLA2 (human) inhibition in PME1 counter-screen; O95372; recombinant LYPLA2, FP-Rh probe fluorescence polarization; inhibition, % at 5.9 µM; hit rate 0.38% among 320,000; AID 2177;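 active = inhibition above the screen-wide mean plus 3 SD, limit set per campaign, cut at about 26% in these data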;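 also: 0% = LYPLA2 with DMSO and 100% = wells lacking LYPLA2 enzyme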
PAD4 FP inh = inhibitors of human PAD4; hit rate 0.41% among 330,000; recombinant PAD4, RCA probe fluorescence polarization; Q9UM07; AID 485272; inhibition, % at 6.36 µM;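 active = percent inhibition above a cutoff equal to the mean of all tested compounds plus 3 SD, cut at about 15% in these data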;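 also: 0% = PAD4 with RCA probe and DMSO and 100% = probe without PAD4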
Target sequence (Q9UM07 whole entry, looked up): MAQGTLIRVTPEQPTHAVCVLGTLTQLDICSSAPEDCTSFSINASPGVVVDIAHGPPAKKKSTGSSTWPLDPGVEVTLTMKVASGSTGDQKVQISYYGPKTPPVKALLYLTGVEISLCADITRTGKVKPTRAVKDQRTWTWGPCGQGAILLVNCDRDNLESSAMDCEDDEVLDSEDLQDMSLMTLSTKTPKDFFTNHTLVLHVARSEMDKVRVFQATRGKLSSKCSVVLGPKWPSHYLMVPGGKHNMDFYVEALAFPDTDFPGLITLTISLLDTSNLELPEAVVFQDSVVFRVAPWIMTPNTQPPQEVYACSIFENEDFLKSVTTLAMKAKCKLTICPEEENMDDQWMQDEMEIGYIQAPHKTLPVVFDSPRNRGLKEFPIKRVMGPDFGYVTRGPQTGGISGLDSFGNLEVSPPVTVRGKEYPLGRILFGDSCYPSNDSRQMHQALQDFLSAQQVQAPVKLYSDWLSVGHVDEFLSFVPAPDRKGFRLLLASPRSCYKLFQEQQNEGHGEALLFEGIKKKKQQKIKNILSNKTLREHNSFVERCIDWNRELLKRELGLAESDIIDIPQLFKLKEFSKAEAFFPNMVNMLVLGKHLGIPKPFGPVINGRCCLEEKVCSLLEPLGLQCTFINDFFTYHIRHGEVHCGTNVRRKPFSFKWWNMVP
LYPLA1 counter = LYPLA1 (human) inhibition in PME1 counter-screen; recombinant LYPLA1, FP-Rh probe fluorescence polarization; inhibition, % at 5.9 µM; hit rate 0.16% among 320,000; AID 2174;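 active = inhibition above the mean of all tested compounds plus 3 SD, set per campaign, cut at about 14% in these data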;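 also: inhibitors block serine hydrolase probe labeling of LYPLA1 so polarization falls; 0% = enzyme with DMSO and 100% = wells lacking LYPLA1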
The depositor's hits bear a star; nt = not tested or not shown. The list is partial; the hit share may differ from the screen's.

SMILES	PAFAH2 inh	EBNA-1 inhibitor	GSTO1 counter	PREPL inh	ZTA DNA inh	PAFAH1B3 inh	LYPLA2 inh	PAD4 FP inh	LYPLA1 counter
CC(C)NC(=O)C1(O)c2ccccc2NC(=O)N1c1ccc(Cl)c(Cl)c1 (configuration not stated)	-4	-6	-7	-1	-3	2	4	-1	-1
CCCOC(=O)CN1C(=O)c2ccc(C(=O)OCCC)cc2C1=O	0	-17	-4	-3	-9	12	9	1	3
Cc1cc(-c2c(C)[nH]n(-c3ccccc3)c2=O)n[nH]1	0	8	0	-4	-4	-4	7	6	2
Oc1ccc(C=Nc2ccccc2-c2nc3ccccc3[nH]2)cc1	-12	11	27	6	-1	8	9	-3	3
Cc1cc(C)cc(-n2nc(C)cc2N)c1	-1	-19	2	16	-5	8	2	1	4
Cc1[nH]c2ccccc2c1C(=O)C(=O)NCc1cccs1	-1	4	4	4	3	14	2	-7	-2
c1cnc(SCCOc2ccc3c(c2)CCC3)nc1	-7	4	6	9	8	0	-7	-5	-3
C/C(=N\Nc1ccccn1)c1ccc(N2CCOCC2)cc1	-2	7	2	18	3	5	6	-2	-2
O=C(CN1C(=O)NC2(CCCC2)C1=O)OCCOc1cccc(Cl)c1	1	-2	5	8	1	0	7	-1	1
CCC(C)Sc1ccc([C@H]2N[C@@](Cc3ccccc3)(C(=O)OC)[C@H]3C(=O)N(C)C(=O)[C@@H]23)cc1 (some centres not stated)	2	8	3	13	-19	2	0	3	1
Cc1ccccc1OCC(=O)N1CCN(C(=O)COc2ccccc2C)CC1	12	22	4	18	11	5	9	-4	0
COc1ccccc1NC(=O)N(Cc1ccco1)Cc1cc2cccc(C)c2[nH]c1=O	0	12	-1	3	1	12	-10	-3	-2
Cc1occc1C(=O)N/N=C/c1ccc(-c2cccc([N+](=O)[O-])c2)o1	2	4	4	24	12	4	3	1	-3
O=c1oc2ccccc2c(N2CCCC2)c1CN1CCCC1	-5	0	0	1	-4	12	9	1	3
Cc1cc(F)c(F)c(C(=O)N2CCOCC2)c1	4	-1	-2	3	-21	1	8	4	4

Rewritten with values under each structure: entries from further up.
Below each SMILES: PAFAH2 inh, EBNA-1 inhibitor, GSTO1 counter, PREPL inh, ZTA DNA inh, PAFAH1B3 inh, LYPLA2 inh, PAD4 FP inh, LYPLA1 counter
c1cnc(SCCOc2ccc3c(c2)CCC3)nc1
→ -7, 4, 6, 9, 8, 0, -7, -5, -3
Oc1ccc(C=Nc2ccccc2-c2nc3ccccc3[nH]2)cc1
→ -12, 11, 27, 6, -1, 8, 9, -3, 3
Cc1cc(C)cc(-n2nc(C)cc2N)c1
→ -1, -19, 2, 16, -5, 8, 2, 1, 4
O=c1oc2ccccc2c(N2CCCC2)c1CN1CCCC1
→ -5, 0, 0, 1, -4, 12, 9, 1, 3

Continuation:
SMILES	PAFAH2 inh	EBNA-1 inhibitor	GSTO1 counter	PREPL inh	ZTA DNA inh	PAFAH1B3 inh	LYPLA2 inh	PAD4 FP inh	LYPLA1 counter
COc1ccc(NC(=O)c2nc3nccc(C)n3n2)cc1S(=O)(=O)N1CCOCC1	13	nt	nt	22	nt	0	nt	3	nt
Cc1ccc(COCCN2CCN(S(=O)(=O)c3ccc(C)cc3)CCC2=O)cc1	0	6	5	2	4	-2	2	1	-1
O=C(CSc1ccc(-c2cccs2)nn1)NCCc1ccccc1	0	7	0	-43	0	3	6	-1	0
O=C(/C=C/Sc1ccc(C(F)(F)F)cn1)c1ccccc1	9	8	5	-1	12	5	1	0	-2
CCN(CC(=O)Nc1cccc(OC)c1)CC(=O)Nc1cccc2ccccc12	-14	nt	nt	18	-9	6	13	2	0
COc1cccc(N=Nc2c(=O)[nH]n3c(=O)c4c([nH]c23)CCC4)c1	13	-4	10	4	-1	11	-3	-1	3
Cc1csc(NC(=O)C2CCCN(S(=O)(=O)c3ccc4c(c3)oc(=O)n4C)C2)n1 (configuration not stated)	-5	-5	6	-3	-8	16	4	1	-1
CSc1ncccc1C(=O)OCC(=O)NCCCc1ccccc1	4	nt	nt	-12	nt	1	nt	-1	nt
CN(C)C(CNC(=O)c1ccc2ccccc2c1)c1ccco1 (configuration not stated)	-3	-8	-7	-3	-4	0	-4	-2	1
Cc1ccc2nc(N3CCN(c4ccccc4)CC3)c(C=O)c(=O)n2c1	2	0	3	4	-15	4	-7	2	-1
COc1ccc(CCNC(=O)C2CC(=O)N(C3CCCC3)C2)cc1OC (configuration not stated)	3	7	-3	2	-2	5	3	2	-2
CC(C)(C)c1ccc(OCC(=O)O)cc1	-12	-4	2	16	-17	3	-4	-7	3
C=CCn1c(C)cc(C(=O)CSc2nc3ccccc3c(=O)[nH]2)c1C	5	0	-9	3	-22	3	5	-1	0
Cc1[nH]c2ccccc2c(=O)c1C(=O)/C=C/c1ccccc1	-8	-1	-13	-1	9	-1	8	-2	1

7 structures from above, ordered by number of heavy atoms, rising.
SMILES	PAFAH2 inh	EBNA-1 inhibitor	GSTO1 counter	PREPL inh	ZTA DNA inh	PAFAH1B3 inh	LYPLA2 inh	PAD4 FP inh	LYPLA1 counter
CC(C)(C)c1ccc(OCC(=O)O)cc1	-12	-4	2	16	-17	3	-4	-7	3
Cc1[nH]c2ccccc2c(=O)c1C(=O)/C=C/c1ccccc1	-8	-1	-13	-1	9	-1	8	-2	1
CN(C)C(CNC(=O)c1ccc2ccccc2c1)c1ccco1 (configuration not stated)	-3	-8	-7	-3	-4	0	-4	-2	1
CSc1ncccc1C(=O)OCC(=O)NCCCc1ccccc1	4	nt	nt	-12	nt	1	nt	-1	nt
C=CCn1c(C)cc(C(=O)CSc2nc3ccccc3c(=O)[nH]2)c1C	5	0	-9	3	-22	3	5	-1	0
Cc1ccc2nc(N3CCN(c4ccccc4)CC3)c(C=O)c(=O)n2c1	2	0	3	4	-15	4	-7	2	-1
Cc1ccc(COCCN2CCN(S(=O)(=O)c3ccc(C)cc3)CCC2=O)cc1	0	6	5	2	4	-2	2	1	-1
